Compound activity deposited in PubChem BioAssay by Broad Institute.
Pax4 gene expression = Pax4 mRNA upregulation in alpha cells – RT-PCR, mouse alpha TC1 cells, single point, primary screen (AID 1053180) | mouse alpha TC1 cells, Pax4 mRNA qPCR, 6 days; active compounds read high; 100% = Pax4 plasmid added at qPCR | activation, % at 10 µM | hit rate 0.2% among 9,600;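 active means highest normalized replicate activity of 15 or more, or at least half the replicates reach 15 or more; inactive means neither condition met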;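 further: pax4 Ct normalized to GAPDH with activation seen as lower delta delta Ct; plate controls were plate neutral control wells for no effect and Pax4 plasmid positive control for full effect; each compound tested in two replicate wells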
YAP1 CTGF inhibition = YAP1 pathway inhibitors via CTGF transcript, primary screen, DLD1 colon cancer cells, RT-qPCR, single point (AID 743449) | DLD1 CTGF mRNA qPCR, 24 h; active compounds read high | inhibition, % at 12.5 µM | hit rate 0.9% among 9,900;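 active means mean normalized replicate activity at least 50 and at least half of replicates each reaching 50; inconclusive means only one of the two criteria met; inactive means neither criterion met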;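 further: 0% = neutral control wells and 100% = dasatinib control wells; higher means stronger suppression of CTGF expression like dasatinib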
Starred values were filed as active, the others as inactive; ? = inconclusive; nt = not tested or not shown; & = joins results of further samples. Some of the compounds tested, so the mix of outcomes need not match the whole.

SMILES	Pax4 gene expression	YAP1 CTGF inhibition
C[C@@H]1CN([C@@H](C)CO)C(=O)CCCn2nncc2CO[C@H]1CN(C)S(=O)(=O)c1ccc2c(c1)OCCCO2	0.0	21
CN(C)C(=O)c1ccc(-c2ccc3c(c2)[C@@H]2[C@@H](CCN2C(=O)C2CCCC2)[C@@H](CO)N3C)cc1	0.0	19
O=C(C[C@@H]1C=C[C@@H](NC(=O)Cc2cccnc2)[C@@H](CO)O1)NCc1ccc2c(c1)OCO2	0.0	-12
CC(=O)N1[C@H](CNC(=O)CN(C)C)[C@@H](c2ccc(C3=CCCCC3)cc2)[C@@H]1CO	0.0	12
CO[C@@H](CN(C)Cc1ccc(-c2ccccn2)cc1)[C@H](C)CN(C(=O)Nc1ccc(F)cc1)[C@H](C)CO	0.0	-119
CCCNC(=O)[C@@H]1[C@@H](CO)[C@@H]2Cn3c(cccc3=O)[C@@H]2N1Cc1cccc(F)c1	0.0	-5
C[C@@H]1CN([C@@H](C)CO)C(=O)c2cc(NS(=O)(=O)c3ccc(Cl)cc3)ccc2O[C@@H](C)CCCCO[C@@H]1CN(C)C(=O)CCCN(C)C	0.0	2
C/C=C/c1ccc2c(c1)O[C@@H](CN(C)C(=O)Nc1ccc(OC)cc1)[C@@H](C)CN([C@H](C)CO)S2(=O)=O	0.0	17
Cc1noc(C)c1S(=O)(=O)N(C)C[C@@H]1OCc2cnnn2CCCC(=O)N([C@@H](C)CO)C[C@@H]1C	0.0	?
O=C(C[C@H]1CC[C@@H]2[C@H](COC[C@H](O)CN2C(=O)c2cc(Cl)cc(Cl)c2)O1)N1CCc2ccccc2C1	0.0	-8
CCCNC(=O)N1CC2(CCN(C(=O)c3cccc(F)c3)CC2)c2c([nH]c3cc(OC)ccc23)[C@@H]1CO	0.0	-11
CO[C@@H]1CN(C)C(=O)c2cc(NC(=O)CC(F)(F)F)ccc2OC[C@@H](C)N(CC2CC2)C[C@@H]1C	0.0	18

3 compounds already listed, ordered by heavy-atom count, low to high:
SMILES	Pax4 gene expression	YAP1 CTGF inhibition
CCCNC(=O)[C@@H]1[C@@H](CO)[C@@H]2Cn3c(cccc3=O)[C@@H]2N1Cc1cccc(F)c1	0.0	-5
C/C=C/c1ccc2c(c1)O[C@@H](CN(C)C(=O)Nc1ccc(OC)cc1)[C@@H](C)CN([C@H](C)CO)S2(=O)=O	0.0	17
C[C@@H]1CN([C@@H](C)CO)C(=O)CCCn2nncc2CO[C@H]1CN(C)S(=O)(=O)c1ccc2c(c1)OCCCO2	0.0	21

Next results follow.
SMILES	Pax4 gene expression	YAP1 CTGF inhibition
COc1ccccc1-c1ccc2c(c1)[C@H]1[C@H](CCN1C(=O)C1CCC1)[C@@H](CO)N2	0.1	14
COc1ccc2c3c([nH]c2c1)[C@H](CO)N(C)CC31CN(C(=O)C2CC2)C1	0.0	9
N#Cc1cccc(-c2ccc3c(c2)[C@H]2[C@H](CCN2C(=O)c2ccccc2F)[C@H](CO)N3)c1	0.0	-21
CO[C@H]1CN(C)C(=O)c2ccc(NC(=O)C3CC3)cc2OC[C@H](C)N(C(C)=O)C[C@H]1C	0.0	-16
C[C@@H]1CN([C@@H](C)CO)C(=O)CCCn2nncc2CO[C@@H]1CN(C)Cc1cccc(C(F)(F)F)c1	0.0	36
CO[C@@H](CN(C)Cc1cc(F)ccc1F)[C@H](C)CN(C(=O)Nc1ccc(C(F)(F)F)cc1)[C@@H](C)CO	0.0	-31
COc1ccc2c3c(n(C)c2c1)[C@H](CO)N(S(C)(=O)=O)CC31CCN(Cc2nccs2)CC1	0.0	6
CCC(=O)Nc1ccc2c(c1)C(=O)N(C)C[C@@H](OC)[C@H](C)CN(C(=O)NC1CCCCC1)[C@H](C)CO2	0.0	-2
CO[C@H]1CN(C)C(=O)c2cc(NC(=O)NC(C)C)ccc2OC[C@@H](C)N(Cc2ccccc2)C[C@H]1C	0.0	-17
CO[C@H]1CN(C)C(=O)c2cc(NC(=O)Nc3cccc(Cl)c3)ccc2OC[C@@H](C)N(C(=O)Nc2c(C)noc2C)C[C@@H]1C	0.0	1
C[C@@H](NC(=O)C[C@@H]1CC[C@H]2[C@@H](COC[C@H](O)CN2C(=O)Nc2cccc(Cl)c2)O1)c1ccccc1	0.0	-2
CO[C@@H]1CN(C)C(=O)c2ccc(NC(=O)C3CCC3)cc2OC[C@H](C)N(Cc2ccccn2)C[C@H]1C	0.0	34

Part of the list above, bar-delimited:
canonical_smiles | Pax4 gene expression | YAP1 CTGF inhibition
CC(=O)N1[C@H](CNC(=O)CN(C)C)[C@@H](c2ccc(C3=CCCCC3)cc2)[C@@H]1CO | 0.0 | 12
O=C(C[C@@H]1C=C[C@@H](NC(=O)Cc2cccnc2)[C@@H](CO)O1)NCc1ccc2c(c1)OCO2 | 0.0 | -12

A few values from the results shown:
YAP1 CTGF inhibition result of `C[C@@H]1CN([C@@H](C)CO)C(=O)c2cc(NS(=O)(=O)c3ccc(Cl)cc3)ccc2O[C@@H](C)CCCCO[C@@H]1CN(C)C(=O)CCCN(C)C` stands at 2
Pax4 gene expression result of `COc1ccc2c3c(n(C)c2c1)[C@H](CO)N(S(C)(=O)=O)CC31CCN(Cc2nccs2)CC1` stands at 0.0

Continuation.
SMILES	Pax4 gene expression	YAP1 CTGF inhibition
C[C@H]1CC(=O)NCC/C=C\C[C@H](c2cccc(Cl)c2)NC1=O	0.0	-21
C/C=C/c1ccc([C@@H]2[C@H]3CN(Cc4ccc(F)cc4)CC(=O)N3[C@H]2CO)cc1	0.0	7
Cc1noc(C)c1S(=O)(=O)Nc1ccc2c(c1)C(=O)N([C@@H](C)CO)C[C@@H](C)[C@H](CN(C)Cc1ccc(C(=O)O)cc1)OCCCC[C@H](C)O2	0.0	-50
COCC(=O)Nc1ccc2c(c1)OC[C@@H](C)N(C)C[C@@H](C)[C@@H](OC)CN(C)C2=O	0.0	-30
COc1ccc2c3c([nH]c2c1)[C@H](CO)N(Cc1ccccc1)CC31CCN(C(=O)NC(C)C)CC1	0.0	-5
C[C@H](CO)N1C[C@H](C)[C@@H](CN(C)S(=O)(=O)c2cn(C)cn2)Oc2ccc(NC(=O)C3CC3)cc2CC1=O	0.0	8
Cc1noc(C)c1NC(=O)Nc1ccc2c(c1)C(=O)N([C@@H](C)CO)C[C@H](C)[C@@H](CN(C)S(=O)(=O)c1cccs1)OCCCC[C@H](C)O2	0.0	8
C[C@H](CO)N1C[C@H](C)[C@H](CN(C)C(=O)Nc2cccc3ccccc23)OCCCC[C@H](C)Oc2ccc(NC(=O)CCC(F)(F)F)cc2C1=O	0.0	-2
COC(=O)c1ccc(CN2CC(=O)N3[C@@H](CO)[C@H](c4ccc(-c5cccnc5)cc4)[C@@H]3C2)cc1	0.0	18
CO[C@@H]1CN(C)C(=O)c2cc(NS(=O)(=O)c3cn(C)cn3)ccc2OC[C@H](C)NC[C@H]1C	0.0	-9
Cc1ccc(S(=O)(=O)Nc2ccc3c(c2)C(=O)N([C@H](C)CO)C[C@@H](C)[C@H](CN(C)S(=O)(=O)c2cccs2)OCCCC[C@@H](C)O3)cc1	0.0	57*
CN(C)C(=O)c1cccc(-c2ccc(C3[C@@H]4CN(C(=O)CN5CCOCC5)C[C@H]3N4)cc2)c1 (stereo not given in full)	0.0&0.0	-9&-52
COc1cccc(NC(=O)C[C@H]2CC[C@H]3[C@@H](COc4ccc(NS(=O)(=O)c5cccc(F)c5)cc4C(=O)N3C)O2)c1	0.0	-33
O=C(C[C@H]1CC[C@H]2[C@@H](COC[C@@H](O)CN2Cc2cccc(Cl)c2)O1)NCc1cccc(F)c1	0.0	10
CCS(=O)(=O)N1CC(=O)N2[C@H](CO)[C@@H](c3ccc(-c4cccc(F)c4)cc3)[C@H]2C1	0.0	0
CC(C)[C@@H]1C(=O)NCCC=CC[C@H](C)Oc2ccccc2C(=O)N1C (mixture of isomers)	0.0	-4
CNC[C@H]1OCCCC[C@H](C)Oc2ccc(NS(=O)(=O)c3ccc(F)cc3)cc2C(=O)N([C@H](C)CO)C[C@H]1C	0.0	-1
CN(C)CC(=O)N1[C@H](C#N)[C@H](c2ccccc2-c2ccc(C(=O)N(C)C)cc2)[C@H]1CO	0.0	-1
CO[C@@H]1CN(C)C(=O)c2ccc(NS(=O)(=O)CC(F)(F)F)cc2OC[C@H](C)N(Cc2nccs2)C[C@H]1C	0.0	6
N#C[C@@H]1[C@@H](c2ccc(C#Cc3ccccc3F)cc2)[C@H](CO)N1C(=O)c1cccnc1	0.0	-14
CN1CCN(C(=O)C[C@H]2C[C@H]3c4cc(NS(C)(=O)=O)ccc4O[C@H]3[C@@H](CO)O2)CC1	0.0	-7
C[C@@H]1CN([C@@H](C)CO)C(=O)CCCn2cc(nn2)CO[C@H]1CN(C)C(=O)c1ccc(N2CCN(C)CC2)cc1	0.0	2
C[C@H]1CN([C@@H](C)CO)S(=O)(=O)c2ccc(C#Cc3cccc(F)c3)cc2O[C@@H]1CN(C)S(=O)(=O)c1cn(C)cn1	0.1	7
COc1ccc2c3c(n(C)c2c1)[C@@H](CO)N(C(C)=O)CC31CCN(C(=O)c2cnccn2)CC1	0.0	-3
CC(C)NC(=O)Nc1ccc2c(c1)C(=O)N([C@@H](C)CO)C[C@H](C)[C@@H](CN(C)C(=O)C1CCCCC1)OCCCC[C@@H](C)O2	0.0	-4
COc1ccc2c3c(n(C)c2c1)[C@@H](CO)N(CC1CCCC1)CC31CN(C(=O)Nc2ccccc2)C1	0.0	34
N#C[C@H]1[C@H](c2ccccc2-c2ccccc2F)[C@H](CO)N1C(=O)Cc1ccccc1	0.0	-20
CS(=O)(=O)Nc1ccc2c(c1)[C@@H]1C[C@@H](CC(=O)NCc3cc(F)ccc3F)O[C@H](CO)[C@@H]1O2	0.0	12
COc1ccc2c3c(n(C)c2c1)[C@@H](CO)N(S(=O)(=O)c1ccc(C)cc1)CC31CCN(C)CC1	0.0	-26
CC(C)c1cccc(NC(=O)C[C@H]2CC[C@H]3[C@@H](COc4ccc(NS(=O)(=O)c5ccccc5Cl)cc4C(=O)N3C)O2)c1	0.0	-111
C[C@H]1CN([C@@H](C)CO)C(=O)c2ccccc2-c2ccccc2CO[C@@H]1CN(C)S(=O)(=O)c1ccc([N+](=O)[O-])cc1	0.0	18
C/C=C/c1ccc([C@H]2[C@@H](CO)N(c3nc(CC)cs3)[C@H]2C#N)cc1	0.0	10
CO[C@@H]1CN(C)C(=O)c2ccc(NC(=O)Nc3ccccc3)cc2OC[C@H](C)N(C(=O)CC2CC2)C[C@@H]1C	0.0	-77
CC(C)NC(=O)Nc1ccc2c(c1)C(=O)N(C)[C@H]1CC[C@@H](CC(=O)NCc3ccc(F)cc3)O[C@H]1CO2	0.0	-7
COc1ccc2c3c([nH]c2c1)[C@@H](CO)N(C(=O)NC1CCCC1)CC31CN(C(=O)Nc2cccc(F)c2)C1	0.0	18
CO[C@@H]1CN(C)C(=O)c2cc(NC(=O)c3ccc4c(c3)OCO4)ccc2OC[C@@H](C)N(CCC(F)(F)F)C[C@@H]1C	0.0	20
C/C=C/c1ccc([C@H]2[C@@H](CO)N3C(=O)CN(C(=O)Nc4ccc(F)cc4)C[C@@H]23)cc1	0.0	-11
CO[C@H]1CC[C@H]2CCOc3c(C#N)cccc3C(=O)N(C)CC3(CCCCC3)CC(=O)N(C)C[C@@H]1O2	0.0	-90
COc1ccccc1-c1ccc2n(c1=O)C[C@@H]1[C@@H](CO)[C@H](C(=O)N3CCOCC3)[C@H]2N1CC1CC1	0.0	-28
CS(=O)(=O)Nc1ccc2c(c1)[C@H]1C[C@H](CC(=O)NCCc3ccccc3)O[C@@H](CO)[C@H]1O2	0.0	11
CN1CCN(C(=O)C[C@@H]2CC[C@@H]3[C@H](COc4ccc(NC(=O)C5CCOCC5)cc4C(=O)N3C)O2)CC1	0.0	-148
CCCC#Cc1cnc2c(c1)C(=O)N([C@H](C)CO)C[C@@H](C)[C@H](CN(C)C(=O)Nc1cc(F)ccc1F)O2	0.0	21
C[C@@H]1CN([C@@H](C)CO)C(=O)c2cc(C3=CCCCC3)cnc2O[C@H]1CN(C)S(=O)(=O)c1cn(C)cn1	0.0	0
O=C(NC[C@@H]1[C@H](c2ccccc2)[C@@H](CO)N1Cc1cccnc1)c1ccccn1	0.0	33
O=C(C[C@@H]1C[C@@H]2c3cc(NS(=O)(=O)c4ccccc4)ccc3O[C@@H]2[C@H](CO)O1)NCC(F)(F)F	0.0	-16
CCCNC(=O)Nc1ccc2c(c1)OC[C@@H](C)N(C(=O)C1CCOCC1)C[C@H](C)[C@@H](OC)CN(C)C2=O	0.0	-16
C[C@@H]1CN([C@@H](C)CO)C(=O)c2cc(NC(=O)Nc3cccc4ccccc34)ccc2O[C@@H](C)CCCCO[C@@H]1CN(C)S(=O)(=O)c1cn(C)cn1	0.0	-9
C/C=C/c1ccc([C@H]2[C@@H](CO)N(CCC(F)(F)F)C23CN(C(=O)CC2CC2)C3)cc1	nt	28
CCC(=O)N1C[C@H](O)COC[C@@H]2O[C@H](CC(=O)NCc3ccc(Oc4ccccc4)cc3)CC[C@H]21	0.0	1
COc1cccc(NC(=O)N[C@@H]2C=C[C@H](CC(=O)NCc3ccncn3)O[C@H]2CO)c1	0.0	-3
C[C@@H]1CN([C@H](C)CO)C(=O)Cc2cc(NC(=O)c3ccncc3)ccc2O[C@H]1CN(C)C(=O)Nc1ccc(F)cc1	0.0	-14
Cc1ccc(S(=O)(=O)N[C@@H]2C=C[C@@H](CC(=O)NCc3ccc(Cl)c(Cl)c3)O[C@H]2CO)cc1	0.0	31
CCS(=O)(=O)Nc1ccc2c(c1)C(=O)N(C)C[C@H](OC)[C@@H](C)CN(C(=O)c1ccc3c(c1)OCO3)[C@H](C)CO2	0.0	16
